# NCI-60 one-dose screen, 48 h, at 10 µM unless noted. Numbers give growth in % (100 = growth as untreated, 0 = no growth, -100 = all killed).
# NCI-H460 – NCI-H460 lung cancer. 82,000 tested, 6.8% active. AID 1794736
# IGROV1 – IGROV1 ovarian cancer. 79,000 tested, 4.7% active. AID 1794786
# OVCAR-4 – OVCAR-4 ovarian cancer cells | 80,000 tested, 3.7% active | AID 1794784
# NCI-H226 – NCI-H226 lung cancer; 79,000 tested, 3.5% active; AID 1794732
# NCI-H23 – NCI-H23 lung cancer; 80,000 tested, 4% active; AID 1794731
# NCI-H522 – NCI-H522 lung cancer; 78,000 tested, 8% active
# SK-OV-3 – SK-OV-3 ovarian cancer cells; 80,000 tested, 3.2% active; AID 1794785
# NCI/ADR-RES – NCI/ADR-RES ovarian cells; AID 1794790; 81,000 tested, 4.4% active
# NCI-H322M – NCI-H322M lung cancer; 80,000 tested, 2.7% active
# The depositor's hits bear a star; x = not tested or not shown; & = joins results of further samples. Rule for the calls: active = growth percent below 10; inactive = the rest.
# Screens in order: SK-OV-3, NCI-H226, IGROV1, NCI-H522, NCI-H322M, NCI-H23, OVCAR-4, NCI-H460, NCI/ADR-RES
CN1C(=O)N(c2ccccc2)C2N=c3s/c(=C4\C(=O)Nc5ccccc54)c(=O)n3NC21 (stereo unspecified)
    112, 92, 97, 96, 104, 103, 89, 104, 106
O=C1C(=O)c2ccccc2C(O)=C1CC=C(Br)Br
    57, 61, 53, x, 90, 75, 101, 17, 59
O=C1/C(=C/c2ccccc2)CCC/C1=C\c1ccccc1
    100, 96, 80, 79, 95, 88, 94, 103, 95
O=C(Nc1ccccc1C1=NCC(CO)O1)c1ccc(F)cc1 (stereo unspecified)
    102, 98, 100, 89, 105, 103, 99, 106, 104
NC(=O)c1cccc[n+]1[O-]
    93, 84, 107, 78, 111, 103, 108, 102, 107
COc1ccc2cc([C@H](C)C(=O)N/N=C/c3ccccc3Br)ccc2c1
    86, 87, 84, 88, 92, 88, 86, 94, 84
COc1cccc(/C=C2\SC(=S)NC2=O)c1
    95, 100, 103, 99, 112, 99, 106, 111, 104
O=CC1(C2(C=O)c3ccccc3-c3ccccc32)c2ccccc2-c2ccccc21
    -65*, -47*, -76*, -85*, -21*, -29*, -76*, -47*, -14*
Cc1ccc(CNC(=O)Nc2ccc3cc4ccc(NC(=O)NCc5ccc(C)cc5)cc4nc3c2)cc1
    106, 101, 96, 67, 103, 73, 56, 97, 100
CC(=O)c1ccc(-n2ccc(C(F)(F)F)n2)cc1
    115, 105, 102, 92, 97, 98, 104, 102, 102
Nc1nc2c(nc(I)n2[C@@H]2O[C@H](CO)[C@@H](O)[C@H]2O)c(=O)[nH]1
    x, 110, 109, 96, 107, 112, 98, 105, 111
Cc1ccc(-c2c3c(nc4c2c(C)nn4-c2ccccc2)NC2(NC3)C(=O)N(C)c3ccccc32)cc1 (stereo unspecified)
    87, 81, 105, 82, 89, 89, 78, 93, 89
CC(=O)OCC1OC(OC(C)=O)C(NC(=O)NS(=O)(=O)c2ccc(CCNC(=O)c3cc(Cl)cc(Cl)c3)cc2)C(OC(C)=O)C1OC(C)=O (stereo unspecified)
    115, 96, 102, 86, 102, 96, 105, 102, 99
CCOc1ccccc1NC(C)=O
    103, 106, 87, 89, 112, 102, 97, 113, x
CON(C)N=Nc1ccc(C(N)=O)cc1
    106, 106, 110, 116, 117, 103, 114, 119, 113
CC1(C)CC[C@]23CC[C@]4(C)[C@H](CC[C@@H]5[C@@]6(C)CCC(=O)NC(C)(C)[C@@H]6CC[C@]54C)[C@H]2[C@H]1OC3
    96, 99, 108, 96, 101, 100, 102, 104, 103
NC(=O)c1ccc(OC(F)(F)C(F)Cl)cc1OC(F)(F)C(F)Cl (stereo unspecified)
    97, 112, 113, 99, 104, 97, x, 105, 101
CC(=O)OCC(=O)C1CCC=CC1OC(C)=O (stereo unspecified)
    88, 93, 102, 75, 89, 98, 94, 108, 100
O=C(CN1CCCCCC1)Nc1nc2ccc(NCc3ccc(Cl)cc3)cc2s1
    107, 94, 98, 85, 108, 97, 96, 97, 106
COc1cc2nc(Cc3ccc(C)cc3)[nH]c(=O)c2cc1OC
    113, 96, 109, 93, 236, 105, 108, 107, 102
COc1nccc2c(Nc3ccccc3)nc(N)nc12
    95, 90, 68, 88, 110, 100, 97, 133, 102
C[C@@H]1N=C(c2csc3ccccc23)Nc2nc3ccccn3c2C1=O
    67, 72, 60, 95, 65, 71, 74, 85, 78
CC(C)(C)NC1=C(Cl)C(=O)c2ccccc2C1=O
    105, 108, 111, 66, 100, 57, 104, 108, 101
Cc1ccc(S(=O)(=O)n2cc(C3C(Cl)C(=O)N3c3ccc(N4CCOCC4=O)cc3)c3ccccc32)cc1 (stereo unspecified)
    94, 72, 73, 64, 87, 53, 52, 97, 33
C=C(C)[C@@H]1CC[C@]2(C)[C@H](CC[C@@H]3[C@H]4[C@@H](OC(=O)C(F)(F)F)C(C)(C)CC[C@]4(C(=O)O)CC[C@]32C)[C@@]1(C)CCC#N
    91, 73, 100, 78, 95, 86, 75, 68, 76
C#CCOC(=O)[C@]12CC[C@@H](C(=C)C)[C@@H]1[C@H]1CC[C@@H]3[C@@](C)(CCC#N)[C@H](C(=C)C)CC[C@@]3(C)[C@]1(C)CC2
    81, 75, 73, 73, 75, 75, 70, 86, 82
COc1ccc2nc(-c3ccc(Cl)cc3)cc(-c3nnc(SCC(=O)Nc4ccc(/C(C)=N\O)cc4)o3)c2c1
    88, 23, 60, 9.3*, 57, 2.7*, -56*, -31*, 1.1*
O=C(/C=C1\C=CN(CCCCO)c2ccccc21)n1ccc2ccccc21
    98, 86, 89, 100, 102, 101, 107, 103, 105
CNC(=O)c1ccccc1C1(O)c2ccccc2CCc2ccccc21
    102, 105, 96, x, 88, 91, 98, 106, 96
C=C(/C=C/c1ccc(OC)cc1)CC(=C)/C=C/c1ccc(OC)cc1
    119, x, 110, 93, 96, 97, 100, 114, 103

# Part of the list above, tab-delimited.
Structure	SK-OV-3	NCI-H226	IGROV1	NCI-H522	NCI-H322M	NCI-H23	OVCAR-4	NCI-H460	NCI/ADR-RES
C=C(C)[C@@H]1CC[C@]2(C)[C@H](CC[C@@H]3[C@H]4[C@@H](OC(=O)C(F)(F)F)C(C)(C)CC[C@]4(C(=O)O)CC[C@]32C)[C@@]1(C)CCC#N	91	73	100	78	95	86	75	68	76
CON(C)N=Nc1ccc(C(N)=O)cc1	106	106	110	116	117	103	114	119	113

# (more compounds)
# Screens in order: SK-OV-3, NCI-H226, IGROV1, NCI-H522, NCI-H322M, NCI-H23, OVCAR-4, NCI-H460, NCI/ADR-RES
COc1cc(NC(=O)c2sc3nc4c(cc3c2N)C(O)CCC4)cc(OC)c1 (stereo unspecified)
    97, 97, 86, 69, 89, 99, 97, 104, 87
CN(C)c1ccc(-c2nc(SCC(=O)N3CCN(c4cc5c(cc4F)c(=O)c(C(=O)O)cn5C4CC4)CC3)nc(Cl)c2C#N)cc1
    102, 105, 100, 94, 103, 98, 107, 102, 105
CC(N)CCCC(C)(C)O (stereo unspecified)
    113, 100, 111, 106, 108, 102, 111, 109, 103
N#Cc1c(Oc2ccc([N+](=O)[O-])cc2)nc2sc3cc(Cl)ccc3n2c1=N
    67, 57, 78, 94, 98, 74, 53, 97, 86
CC(=O)CC(=O)c1ccccc1.[Cu+2]
    82, 114, 87, 98, 105, 97, 106, 110, 104
COc1ccc(-c2oc(=O)ccc2C#Cc2cc(OC)c(OC)c(OC)c2)cc1O
    76, 76, 75, 39, 74, 75, 67, 58, 68
COc1ccccc1Cn1c(-c2ccccc2OC)nc2ccccc21
    100, 92, 90, 80, 87, 84, 101, 94, 89
Cc1ccc(S(=O)(=O)NCC[C@@H]2C[C@H]2/C=C/c2ccccc2)cc1
    121, 100, 99, 83, 100, 84, 92, 106, 95
C=C(C)CSc1ncnc2nc[nH]c12
    134, 118, 109, 82, 106, 93, 117, 108, 96
COc1ccc(Nc2ncccc2NC(=O)c2cn(Cc3ccc(F)cc3)nn2)c(OC)c1
    98, 99, 105, 93, 102, 105, 89, 103, 93
Cc1nc(Nc2cccc(NC(=O)Nc3ccccc3)c2)c2ccccc2n1
    102, 87, 95, 81, 101, 101, 109, 112, 107
CCOC(=O)CCC1(C)OCC(COC)O1 (stereo unspecified)
    103, 102, 103, 98, 94, 107, 106, 111, 106
O=C(N=Nc1c(O)[nH]c2ccccc12)c1ccc2nc(-c3ccccc3)[nH]c2c1
    115, 111, 101, 111, 115, 102, 109, 119, 116
O=S(=O)(Oc1ccc(/C=N/N=c2/sc(-c3ccccc3)cn2-c2ccccc2)cc1)C(F)(F)C(F)(F)C(F)(F)C(F)(F)C(F)(F)C(F)(F)C(F)(F)C(F)(F)F
    102, 96, 95, 103, 98, 98, 102, 112, 104
O=C(OC[C@@]1(O)C(=O)C=C[C@H]2[C@@H]1[C@H]1C=C[C@@H]2C(=O)[C@]1(O)COC(=O)c1ccccc1)c1ccccc1
    96, 82, 107, 89, 100, 84, 103, 101, 88
CC(C)(C)[Si](C)(C)OC1[C@@H](CNC(=O)NC(N)=O)O[C@@H](n2cnc3c(NC(=O)Nc4ccccc4)ncnc32)[C@H]1O[Si](C)(C)C(C)(C)C (stereo partly specified)
    98, 108, 78, 84, 117, 83, 86, 37, 86
COC(=O)[C@@H](Cc1c[nH]c2ccccc12)NC(=O)[C@@H](C)NCc1ccc2[nH]ccc2c1
    102, 90, 98, 85, 106, 98, 90, 101, 97
CC(=O)O
    103, 93, 98, 104, 105, 111, 107, 104, 107
COc1ccc(C(=O)c2ccccc2O)c(O)c1
    107&119, 95&101, 99, 95&110, 96&107, 104&110, 110&123, 117, 104&109
O=C(C[n+]1cccc(Br)c1)c1ccccc1
    99, 92, 96, 87, 110, 98, 106, 108, 99
COc1cccc(C2Cc3ncncc3-c3nc(N)c4cncnc4c32)c1 (stereo unspecified)
    91, 98, 98, 77, 97, 96, 102, 106, 90
COc1cc(CNC(=O)CCCC/C=C/C(C)C)ccc1OCc1cn(-c2ccccc2Cl)nn1
    91, 82, 99, 64, 89, 94, 88, 101, 92
O=C(CSc1nnc(Cc2ccccc2Nc2c(Cl)cccc2Cl)o1)N1N=C(c2ccc3ccccc3c2)CC1c1ccc(Cl)cc1 (stereo unspecified)
    88, 87, 90, 84, 100, 93, 96, 96, 99
Clc1nc(Cl)nc(-c2ccccc2)n1
    104, 99, 100, 99, 106, 103, 102, 111, 94
O=C(O)CCc1nc2c(=O)[nH]c(SCC(=O)Nc3cccc(Cl)c3)nc2[nH]c1=O
    113, 101, 110, 79, 108, 101, 113, 102, 103
CCCCOC(c1ccccc1)N1CCCCC1 (stereo unspecified)
    108, 104, 101, 88, 98, 97, 105, 101, 103
CC12CCC(C(=O)C1=O)C2(C)C (stereo unspecified)
    107, 94, 113, 116, 100, 102, 110, 103, 101
Nc1nc2ccccc2c2c(=O)c3cc(F)ccc3sc12
    108, 94, 103, 98, 99, 87, 101, 103, 97
Cc1ccc(-c2c(-c3nc4ccccc4s3)c(N)nc3c(N=Nc4ccc(Cl)cc4)c(N)nn23)cc1
    99, 93, 90, 98, 98, 91, 98, 101, 86
Cc1nn(-c2ccc(F)cc2)c2ncnc(Nc3ccc(NC(=O)Nc4cccc(C(F)(F)F)c4)cc3)c12
    87, 88, 70, 74, 80, 77, 89, 77, 75
CN(Cc1ccccc1)c1nc(Cl)c(C2CC(c3ccc(Br)cc3)=NN2C=O)s1 (stereo unspecified)
    103, 88, 85, 75, 92, 76, 94, 100, 89
CCCc1ccc(-c2cc(/C=N\O)no2)cc1
    x, 95, 108, 90, 104, 100, 97, 102, 98
COc1ccc([I+]c2ccccc2)cc1
    75, 68, 49, 55, 60, 56, 65, 76, 101
CCC/C=C(\C#N)C(=O)OC
    101, 89, 116, 88, 101, 107, 112, 108, 104
CN1C2CCC1/C(=C\c1ccc(Cl)cc1)C1=C2[C@@H](c2ccc(Cl)cc2)C(C#N)=C(N)O1 (stereo partly specified)
    95, 88, 79, 78, 90, 83, 76, 92, 96
O=C(O)CCNC(=O)CSc1nnc(-c2ccc(NC(=O)c3cccnc3)cc2)o1
    108, 104, 105, 100, 109, 107, 109, 108, 106
OCC(O)COc1c(Cl)c(Cl)c(Cl)c(Cl)c1Cl (stereo unspecified)
    90, 100, 98, 92, x, 95, 99, 105, 104
CCN(C(=O)Nc1ccccc1)c1ccccc1
    107, 110, 111, 98, 97, 102, 126, 116, 103
c1ccc(Cc2nnc3n2CCC(c2ccccc2)S3)cc1 (stereo unspecified)
    110, 91, 104, 110, 101, 102, 103, 102, 101
OCCCCC1COCO1 (stereo unspecified)
    119, 89, 111, 119, 104, 101, x, 104, 108
Nc1ccc(/C=C/C(=O)O)cc1
    112, 96, 113, 102, 100, 103, 108, 108, 104
O=c1[nH]c2ccccc2[nH]c1=O
    120&102, 86&110, 97&103, 105&92, 95&131, 101&101, 95, 101&110, 106&110
COc1ccccc1C=O
    111, 102, 104, 98, 97, 104, x, 114, 111
CC1CC(C)C(C)C(C)(CN(C)C)C1 (stereo unspecified)
    96, 97, 98, 85, 103, 96, 102, 113, 93
O/N=C(/CSc1nnc(-c2ccc(Cl)cc2)o1)c1ccc(Cl)cc1
    102, 89, x, 62, 103, 74, 79, 82, 84
CSc1nc(Cl)c2cc(-c3ccc(F)cc3)[nH]c2n1
    91, 81, 81, 81, 97, 87, 106, 100, 94
CCC(OC(C)=O)c1ccc2c(c1)OCO2 (stereo unspecified)
    104, 98, 111, 95, 98, 105, 120, 103, 109
COC1=C[C@]23CCCN2CCc2cc4c(cc2[C@@H]3[C@@H]1OC(=O)[C@H](C)O)OCO4
    108, 94, 113, 99, 95, 96, 93, 90, 104
CCCCC(CC)OC(=O)c1cccc(C)c1 (stereo unspecified)
    108, x, 102, 101, 96, 98, 108, 101, 95
CC(=O)Nc1cc(-c2ccccc2)ccc1O
    115, 95, 109, 94, 91, 98, 95, 101, 91
N=C(N)SCNC(=O)NCSC(=N)N
    91, 89, 95, 89, 94, 98, 116, 114, 99
Cc1cccc(-c2nc(C(C)C)sc2-c2ccnc(NCCCNS(=O)(=O)c3ccc(Cl)cc3)c2)c1
    73, 81, 71, 55, 95, 85, 83, 70, 59
c1ccc(CNc2ncnc3[nH]ncc23)cc1
    x, 89, x, 84, 108, 114, 105, 102, 101
O=c1[nH]c2cncnc2[nH]1
    93, 104, 97, 76, 97, 94, 103, 131, 100

# Given tab-delimited: entries from further up.
structure	SK-OV-3	NCI-H226	IGROV1	NCI-H522	NCI-H322M	NCI-H23	OVCAR-4	NCI-H460	NCI/ADR-RES
OCC(O)COc1c(Cl)c(Cl)c(Cl)c(Cl)c1Cl (stereo unspecified)	90	100	98	92	x	95	99	105	104
O=c1[nH]c2cncnc2[nH]1	93	104	97	76	97	94	103	131	100

# Copied from the list.
# SK-OV-3 result of `CC(=O)Nc1cc(-c2ccccc2)ccc1O` is entered as 115
# NCI-H522 result of `CCCc1ccc(-c2cc(/C=N\O)no2)cc1` is entered as 90
# NCI-H460 result of `O=c1[nH]c2ccccc2[nH]c1=O` is entered as 101&110
